MCL1 BIM primary = inhibitors of human MCL1 binding to BIM-BH3 peptide; GST-MCL1 / FITC-Bim-BH3 fluorescence polarization; inhibition, % at 10.9 µM; 0.68% of 320,000 active; AID 2057;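 active = inhibition above the mean inhibition of all tested compounds plus 3 SD, set per campaign, cut at about 40% in these data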;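 note: 0% = DMSO wells and 100% = unlabeled Bim-BH3 peptide control; higher means more loss of mP so more displacement of Bim peptide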
Target sequence (Q07820 whole entry, looked up): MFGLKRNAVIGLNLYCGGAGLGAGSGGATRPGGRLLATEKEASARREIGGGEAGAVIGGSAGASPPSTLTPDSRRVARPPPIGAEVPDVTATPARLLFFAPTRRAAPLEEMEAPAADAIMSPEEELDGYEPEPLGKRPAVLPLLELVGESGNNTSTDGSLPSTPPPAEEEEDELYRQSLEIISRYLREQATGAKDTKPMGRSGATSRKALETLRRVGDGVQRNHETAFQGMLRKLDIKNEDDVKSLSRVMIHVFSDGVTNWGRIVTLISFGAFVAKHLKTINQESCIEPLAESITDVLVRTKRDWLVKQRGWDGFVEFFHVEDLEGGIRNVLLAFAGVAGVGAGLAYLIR
VLA-4 inh = inhibition in a human VLA-4 binding assay. P13612. VLA-4 expressing cells, ligand binding flow cytometry. inhibition, % (about 7 µM as worked out from the volumes in the protocol). 0.2% of 330,000 active. AID 2557; in the data active = inhibition above about 50%
MEX-5 binding = C. elegans MEX-5 TCR-2 RNA binding activity | Q9XUB2 | MEX-5/FITC-TCR2 RNA binding, fluorescence polarization; hits give low values | activity score (negative = inhibition of binding), % at 10 µM | 0.38% of 300,000 active | AID 1832;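 active = inhibition past about -25% in most replicates, and total fluorescence under double the plate's negative control median, limit read from the data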;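 note: 0% = DMSO and -100% = 5 µM competing unlabeled TCR2 RNA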
Target sequence (Q9XUB2 whole entry, looked up): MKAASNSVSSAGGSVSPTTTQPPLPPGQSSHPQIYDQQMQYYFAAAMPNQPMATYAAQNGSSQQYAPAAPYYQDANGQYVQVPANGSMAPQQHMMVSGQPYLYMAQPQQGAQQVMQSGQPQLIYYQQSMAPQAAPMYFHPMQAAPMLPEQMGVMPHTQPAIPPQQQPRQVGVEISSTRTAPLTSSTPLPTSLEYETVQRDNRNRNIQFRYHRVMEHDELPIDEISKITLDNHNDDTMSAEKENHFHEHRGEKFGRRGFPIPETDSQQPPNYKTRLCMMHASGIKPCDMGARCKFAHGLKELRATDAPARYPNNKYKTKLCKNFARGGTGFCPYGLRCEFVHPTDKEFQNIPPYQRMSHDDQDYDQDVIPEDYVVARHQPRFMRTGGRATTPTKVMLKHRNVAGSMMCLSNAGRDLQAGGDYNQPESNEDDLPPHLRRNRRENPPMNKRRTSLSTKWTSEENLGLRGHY
GLD-1 TGE inh = GLD-1-TGE RNA interaction inhibition (C. elegans); inhibition, % at 5.96 µM; purified GLD-1 + fluorescein TGE RNA, fluorescence polarization; AID 2280; 0.44% of 320,000 active; Q17339;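 active = percent inhibition above a per-plate cutoff, the plate mean of test compounds plus 3 SD, cut at about 30% in these data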;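 note: 0% = DMSO wells with GLD-1 and probe and 100% = wells lacking GLD-1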
GRK2 aptamer HTS = inhibitors of human GRK2 displacing RNA aptamer. P25098. bead flow cytometry, FAM-aptamer displacement from GRK2. inhibition of aptamer binding, % at 10 µM. 0.59% of 330,000 active;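 active = inhibition of aptamer binding above 40%, roughly 3 SD of noise, on plates passing a quality check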;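 note: median bead fluorescence of bound FAM aptamer so fluorescent compounds give negative values; no value below 0 was filed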
Efflux pump inh = antifungal efflux pump inhibition, Nile Red retention; 0.44% of 330,000 active; inhibition, % at 10 µM; S. cerevisiae Candida pump triplex; AID 485275;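 active = plate passing quality check with inhibition over a set limit, or well fluorescence over plate mean plus 4 SD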;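 note: Nile Red retained in pooled yeast measured as flow cytometry median fluorescence; 0% = buffer negative control and 100% = Enniatin B positive control; higher means more Nile Red kept so more efflux inhibition; some compounds called inactive have numbers as strong as hits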
BCLXL inh = blocks human Bcl-xL binding to Bim BH3 peptide. 0.7% of 320,000 active. Q07817. GST-Bcl-xL / FITC-Bim BH3 peptide fluorescence polarization. inhibition, % at 10.9 µM;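 active = inhibition above the mean of all tested compounds plus 3 SD, cutoff set per campaign, cut at about 30% in these data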;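 note: 0% = DMSO wells and 100% = unlabeled Bim-BH3 peptide competitor; inhibitors lower millipolarization by displacing the labeled peptide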
Target sequence (Q07817 whole entry, looked up): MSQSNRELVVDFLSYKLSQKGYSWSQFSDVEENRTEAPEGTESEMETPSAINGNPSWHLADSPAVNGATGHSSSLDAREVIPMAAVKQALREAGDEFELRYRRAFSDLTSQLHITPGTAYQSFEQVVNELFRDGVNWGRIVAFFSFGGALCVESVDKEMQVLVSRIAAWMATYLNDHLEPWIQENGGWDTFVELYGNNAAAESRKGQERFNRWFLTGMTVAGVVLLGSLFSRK
PME-1 primary = PME-1 (human) inhibition; recombinant PME-1, FP-Rh probe fluorescence polarization; inhibition, % at 5.9 µM; 0.53% of 320,000 active; Q9Y570; AID 2130;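 active = inhibition above the campaign mean of all compounds plus 3 SD, cut at about 26% in these data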;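 note: competitive labeling of PME-1 active site by serine hydrolase directed probe; 0% = PME-1 with DMSO and 100% = wells lacking PME-1 enzyme; inhibitors block probe labeling so polarization falls and inhibition rises; many of its hits are not listed in these tables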
Fam108B inh = Fam108B inhibition, counter-screen for RBBP9 inhibitors; recombinant Fam108B, FP-Rh probe fluorescence polarization; inhibition, % at 9.51 µM; 0.33% of 300,000 active; AID 1947;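 active = inhibition above the screen mean inhibition plus 3 SD, computed separately per campaign, cut at about 18% in these data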;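 note: inhibitors lower polarization as less probe binds the enzyme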
The depositor's hits bear a star; i = inactive; . = no result given. This is a subset, so the mix of outcomes need not match the whole.

SMILES	MCL1 BIM primary	VLA-4 inh	MEX-5 binding	GLD-1 TGE inh	GRK2 aptamer HTS	Efflux pump inh	BCLXL inh	PME-1 primary	Fam108B inh
C=C(C)COc1ccc(-c2n[nH]c(C)c2-c2ccc(OC)cc2)c(O)c1	5	14	1.4	3	1	0.0	4	5	2
O=C(CCNS(=O)(=O)c1cccc2nsnc12)NCc1cccs1	-3	23	0.3	-6	3	-0.1	-3	-2	-4
O=C(COc1cccnc1[N+](=O)[O-])N1CCN(C(=O)c2ccco2)CC1	1	0	-4.8	1	0	-0.1	0	-2	1
CCOC(=O)c1[nH]cnc1C(=O)NCc1ccccc1	16	-1	1.6	5	0	-0.1	4	-1	-1
CCOC(=O)CN1CC23C=CC(O2)C(C(=O)NC2CCCC2)C3C1=O (stereo unspecified)	8	16	0.6	6	0	0.0	4	1	0
COC(=O)CC1(C(=O)OC)Oc2ccc(Br)cc2C(=O)N1c1ccc(Br)cc1Cl (stereo unspecified)	5	26	4.4	5	1	0.1	8	-5	2
CCOc1cc(-c2noc(N)c2C(=O)OC)cc(OCC)c1OCC	1	4	-1.0	0	4	0.2	-1	-1	2
COc1ccccc1NS(=O)(=O)c1ccc(C)c(C(=O)Nc2cc(C)on2)c1	.	-8	.	-3	0	0.1	.	.	.
COc1ccc(N(CCC#N)S(=O)(=O)c2ccc(Cl)cc2)cc1	-2	19	2.6	15	1	0.0	-1	5	3
CCN(C(=O)COC(=O)CNC(=O)c1ccc(C)s1)c1ccccc1	-4	0	1.8	-10	12	0.1	0	-2	1
CCN(C(=O)c1cc2ccccc2oc1=O)c1cccc(C)c1	-3	1	0.8	4	0	-0.6	0	17	0
COc1ccc(C2=NOC(C(=O)NC(C)C)C2)cc1 (stereo unspecified)	0	-9	-2.7	8	0	0.3	0	4	2
CCCc1cc(=O)oc2c(C)c(OCC(=O)N3C[C@H]4C[C@@H](C3)c3cccc(=O)n3C4)ccc12	2	-5	2.2	0	0	-0.2	6	-7	-1
CCOC(=O)C(=O)CC(=O)c1ccc2c(c1)OCCO2	-6	1	-0.3	2	0	-0.1	-8	2	-2
CCC(NC(=O)Nc1nnc(C(F)(F)F)s1)(C(F)(F)F)C(F)(F)F	9	6	0.3	4	0	-0.2	4	-2	-1
O=C(COc1ccccc1)NC(=S)Nc1cccc([N+](=O)[O-])c1	14	16	1.1	7	0	0.2	5	5	3
Cc1cccc(C)c1NC(=O)COC(=O)c1cc(=O)c2ccccc2o1	-5	6	2.6	0	1	0.0	-8	-1	-2
CCC(C)NCCCCOc1cc(C)cc(C(C)C)c1 (stereo unspecified)	-2	-8	-0.8	7	0	0.2	-1	3	-4
CC1(C)CC(=O)/C(=C(\O)Cc2ccccc2)C(=NCCCCCC(=O)O)C1	0	-3	1.2	5	0	-0.1	3	4	1
CC(=O)c1c[nH]c(C(=O)NCc2ccccc2Cl)c1	2	11	2.1	2	2	0.1	2	0	1
CCCc1cc(NC(=O)COC(=O)c2nccnc2N)n(-c2ccccc2)n1	-5	-7	.	-2	0	0.2	0	5	.
Cc1ccc(C)c(NC(=O)CCN2CCOCC2)c1	10	1	-2.1	2	1	-0.1	8	-2	0
CC(=O)Nc1sc(-c2ccccc2)nc1-c1ccccc1	-3	24	1.2	1	1	-0.1	3	2	0
Cc1ccc(S(=O)(=O)CC2CSc3nc4ccccc4n32)cc1 (stereo unspecified)	1	-18	0.4	-4	3	-0.3	-2	2	-1
C=CCc1cccc2cc(C(=O)N3CCN(C(=O)c4ccco4)CC3)c(=O)oc12	5	14	-1.0	5	1	-0.1	3	-9	4
Cc1cccc(OCC(=O)Nc2ccc3c(c2)C(=O)NC3=O)c1	4	-6	-1.4	-1	3	0.2	0	-10	-4
Cc1cc(C)cc(NC(=O)Nc2ccc3c(c2)N(C)C(=O)CS3)c1	-4	19	-0.7	-11	0	-0.1	-2	1	-5
Cc1cc(C)cc(NC(=O)C2C3C=CC4(O3)C2C(=O)N(CCN2CCCCC2)C4C(=O)NC2CCCCC2)c1 (stereo unspecified)	6	5	0.5	4	1	-0.1	1	3	-1
COc1ccc(/C=N/NC(=O)c2ccc(=O)n(C)c2)cc1OC	2	13	-0.4	-5	0	0.0	-1	-6	4
CN(C)P(=O)(Nc1cccc2ccccc12)Nc1cccc2ccccc12	3	18	.	1	3	-0.1	5	-10	.
CCOc1ccc(S(=O)(=O)N2CCN(CN3C(=O)CC4(CCCC4)C3=O)CC2)cc1	2	8	.	-5	0	0.3	-1	-6	.
CCOc1cc(S(=O)(=O)NCCc2cccc(C)c2)c(OCC)cc1-n1cnnn1	4	6	-0.4	-2	1	-0.1	1	3	2
O=[N+]([O-])c1c(Nc2cccc(O)c2)cc(Cl)c2nonc12	20	28	-1.7	0	2	-0.2	16	13	2
COc1cccc(/C=C/C(=O)c2cccc([N+](=O)[O-])c2)c1OC	2	20	2.2	6	0	-0.2	5	2	-5
C/C(=N\NC(=O)c1ccoc1C)c1ccccc1O	5	7	1.0	2	1	0.0	4	2	0
CCOC(=O)Cn1nnc2c(sc3nc4c(c(-c5ccc(Cl)cc5)c32)CCC4)c1=O	0	-4	0.5	8	0	0.0	2	-1	-4

A section from the list above, as a working copy:
SMILES	MCL1 BIM primary	VLA-4 inh	MEX-5 binding	GLD-1 TGE inh	GRK2 aptamer HTS	Efflux pump inh	BCLXL inh	PME-1 primary	Fam108B inh
CCOC(=O)CN1CC23C=CC(O2)C(C(=O)NC2CCCC2)C3C1=O (stereo unspecified)	8	16	0.6	6	0	0.0	4	1	0
COC(=O)CC1(C(=O)OC)Oc2ccc(Br)cc2C(=O)N1c1ccc(Br)cc1Cl (stereo unspecified)	5	26	4.4	5	1	0.1	8	-5	2

Other compounds:
SMILES	MCL1 BIM primary	VLA-4 inh	MEX-5 binding	GLD-1 TGE inh	GRK2 aptamer HTS	Efflux pump inh	BCLXL inh	PME-1 primary	Fam108B inh
O=C(COC(=O)c1cnccn1)c1ccc(OC(=O)c2ccccc2)cc1	0	11	-1.1	-3	0	-0.2	1	0	-5
CCC(Sc1nc2c(cnn2-c2ccc(Cl)cc2)c(=O)[nH]1)C(=O)OC (stereo unspecified)	7	8	-2.3	2	2	-0.1	7	-7	0
O=c1ccc(-c2ccccc2)nn1Cc1ccc(Cl)cc1	7	6	4.0	7	0	0.0	4	4	-4
O=[N+]([O-])c1ccc(N/N=C/c2c[nH]c3ccccc23)c(S(=O)(=O)Nc2ccc(Cl)cc2)c1	-20	i	0.1	-8	1	0.1	-9	-1	38*
Cc1cccc(CCN2CCN=C2Nc2ccccc2)c1	0	-9	.	3	0	0.1	3	2	3
CCC(=O)Nc1ccc(NC(=O)c2cccc3c(Br)cccc23)cc1	7	8	1.0	2	0	-0.1	9	0	-1
NS(=O)(=O)c1ccc(CNC(=O)/C=C/c2ccc(S(=O)(=O)N3CCOCC3)cc2)cc1	4	7	0.8	-2	0	-0.4	5	1	1
COc1ccc2cc(C(c3nnnn3CC3CCCO3)N3CCOCC3)c(=O)[nH]c2c1 (stereo unspecified)	0	-4	-1.8	1	1	-0.2	3	-3	-4
Cc1ccccc1C(=O)NC(=S)NC1CC1	7	4	-0.8	-8	1	0.1	1	-4	1
CCOC(=O)C1CCN(C(=O)c2ccc(C)c(S(=O)(=O)N3CCCC3)c2)CC1	0	6	-2.9	6	0	-0.2	1	-2	-6
CC1CN(S(=O)(=O)c2ccc(CN3C(=O)c4cccnc4C3=O)s2)c2ccccc2O1 (stereo unspecified)	4	7	0.5	-1	5	0.1	5	-3	-1
O=C(Cc1n[nH]c(=O)[nH]c1=O)N/N=C/c1ccccc1	9	-9	-0.7	-2	3	-0.1	3	5	3
C=CCc1ccccc1OCC(O)CN1CCN(CCO)CC1 (stereo unspecified)	8	0	-2.1	3	0	-0.1	-1	-3	-2
CSc1cccc(NC(=O)/C=C/c2ccco2)c1	8	23	-2.4	-1	0	0.1	5	-11	-10
Cc1cccc(NC(=O)c2ccc(N3CCCCC3)c([N+](=O)[O-])c2)n1	2	3	0.7	8	0	0.6	0	-9	-3
Cc1cc(C)cc(N(C(=O)CNS(=O)(=O)c2ccccc2)C(C(=O)NCc2ccccc2)c2ccc(C)o2)c1 (stereo unspecified)	-6	9	.	5	0	-0.1	1	1	-5
CCOC(=O)Cc1csc(N(C)C)n1	1	9	1.1	7	2	0.1	3	-4	-4
Cn1ncc2c(c(SCc3ccc(Cl)cc3Cl)nn2C)c1=O	6	3	-2.2	-5	0	-0.1	18	1	1
O=C(CNC(c1ccccc1)c1ccccc1)Nc1ccc(F)cc1	0	1	-0.4	-5	1	-0.4	2	10	-17
O=C(Cc1ccccc1)NNC(=O)Cc1ccccc1	1	8	-4.6	7	0	-0.1	3	-8	-1
CCNC(=O)COc1ccc(OCc2ccccc2)cc1	3	1	2.2	1	3	-0.1	3	0	-1
CC(=O)Nc1ccc(S(=O)(=O)N(C)CC(=O)N/N=C/c2ccc(C(=O)O)cc2)cc1	-12	4	3.0	-2	2	0.2	-5	-6	1
COc1ccccc1NC(=O)C1CCN(S(=O)(=O)c2ccc3c(c2)NC(=O)CO3)CC1	14	13	1.0	-1	4	-0.1	8	-3	-4
COc1ccccc1NS(=O)(=O)c1ccc(C)c(C(=O)N2CCCC2)c1	-2	-16	.	2	5	0.0	1	8	.
COc1cccc(-n2c(Cc3cc(=O)[nH]c(=O)[nH]3)nnc2SCC(=O)Nc2ccccc2)c1	7	-10	.	17	2	0.5	4	-6	-2
CC(C)(C)C(=O)Oc1cccc(Nc2ncnc3ccccc23)c1	4	10	-6.9	8	1	0.5	4	6	-1
Cc1cc(Br)ccc1NC(=O)CN(C)C(=O)c1ccc2ccccc2n1	11	-59	.	6	0	-0.1	9	3	.
O=C(Cc1ccc(Cl)c(Cl)c1)NNC(=S)NCC1CCCO1 (stereo unspecified)	.	6	-13	.	3	0.3	.	.	.
Cc1c(Cl)cccc1NC(=O)CCC(=O)N/N=C/c1ccc[nH]1	-5	-14	0.1	2	0	0.2	5	2	0
O=C(NCCN1CCOCC1)c1cnn2c(-c3ccccc3)cc(-c3ccccc3)nc12	-1	3	-0.2	6	0	0.2	6	1	0
CN(C)c1ccc(Nc2nc(N)c([N+](=O)[O-])c(N3CCOCC3)n2)cc1	22	-7	-3.0	-1	9	-0.4	10	0	5
C[C@@H](CSc1ccccc1)CN1CC[C@H](NC(=O)OCc2ccccc2)CCC1=O	-7	37	-4.3	0	0	-0.1	-5	3	-4
COc1ccc(S(=O)(=O)N2CCOC2CNC(=O)C(=O)NCCc2ccccc2OC)cc1C (stereo unspecified)	-2	0	-1.1	1	0	0.0	2	-2	-4
CC(C)(C)OC(=O)NCc1ccc(NC(=O)c2nc[nH]c2C(=O)NCCCCNC(=O)c2[nH]cnc2C(=O)Nc2ccc(CNC(=O)OC(C)(C)C)cc2)cc1	.	-29	.	2	3	0.0	.	.	.
COc1ccc(-c2noc(CN3CCCCC3c3nccn3C)n2)cc1 (stereo unspecified)	1	6	-2.1	3	0	0.1	5	2	0
O=C(CCNS(=O)(=O)c1ccccc1F)NCc1ccc2c(c1)OCO2	3	-1	-2.1	-1	0	0.0	0	-3	0
O=C(CN1CCCCC1)Nc1cc(Cl)ccc1Oc1ccccc1	9	-4	-5.0	-3	2	0.1	-2	0	-3
O=C(Cc1ccc(-n2c(=O)c3sccc3n(CC(=O)Nc3ccccc3)c2=O)cc1)NCc1ccco1	5	8	2.2	1	0	0.2	2	7	-4
O=C(NCCN1CCOCC1)c1ccc(=O)oc1	3	8	-1.8	-1	1	-0.1	5	-5	7
Cc1csc(NC(=O)CCc2c(C)nc3cc(-c4ccc(Cl)cc4)nn3c2C)n1	3	33	.	2	1	-0.2	0	-7	-10
